High-throughput results as filed in PubChem.
VLA-4 agonist – allosterically activates the human VLA-4 integrin; 24,000 tested, under 10 active; Jurkat cells, LDV-FITC binding, flow cytometry; P13612; activation, % at 10 µM (by protocol);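 active = fluorescent ligand binding to cells raised by more than 40% of the manganese-induced maximum; inconclusive = compound's own fluorescence above 85% of the ligand control signal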;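 also: 0% = ligand binding without compound and 100% = manganese-stimulated maximal binding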
Target sequence (P13612 whole entry, looked up): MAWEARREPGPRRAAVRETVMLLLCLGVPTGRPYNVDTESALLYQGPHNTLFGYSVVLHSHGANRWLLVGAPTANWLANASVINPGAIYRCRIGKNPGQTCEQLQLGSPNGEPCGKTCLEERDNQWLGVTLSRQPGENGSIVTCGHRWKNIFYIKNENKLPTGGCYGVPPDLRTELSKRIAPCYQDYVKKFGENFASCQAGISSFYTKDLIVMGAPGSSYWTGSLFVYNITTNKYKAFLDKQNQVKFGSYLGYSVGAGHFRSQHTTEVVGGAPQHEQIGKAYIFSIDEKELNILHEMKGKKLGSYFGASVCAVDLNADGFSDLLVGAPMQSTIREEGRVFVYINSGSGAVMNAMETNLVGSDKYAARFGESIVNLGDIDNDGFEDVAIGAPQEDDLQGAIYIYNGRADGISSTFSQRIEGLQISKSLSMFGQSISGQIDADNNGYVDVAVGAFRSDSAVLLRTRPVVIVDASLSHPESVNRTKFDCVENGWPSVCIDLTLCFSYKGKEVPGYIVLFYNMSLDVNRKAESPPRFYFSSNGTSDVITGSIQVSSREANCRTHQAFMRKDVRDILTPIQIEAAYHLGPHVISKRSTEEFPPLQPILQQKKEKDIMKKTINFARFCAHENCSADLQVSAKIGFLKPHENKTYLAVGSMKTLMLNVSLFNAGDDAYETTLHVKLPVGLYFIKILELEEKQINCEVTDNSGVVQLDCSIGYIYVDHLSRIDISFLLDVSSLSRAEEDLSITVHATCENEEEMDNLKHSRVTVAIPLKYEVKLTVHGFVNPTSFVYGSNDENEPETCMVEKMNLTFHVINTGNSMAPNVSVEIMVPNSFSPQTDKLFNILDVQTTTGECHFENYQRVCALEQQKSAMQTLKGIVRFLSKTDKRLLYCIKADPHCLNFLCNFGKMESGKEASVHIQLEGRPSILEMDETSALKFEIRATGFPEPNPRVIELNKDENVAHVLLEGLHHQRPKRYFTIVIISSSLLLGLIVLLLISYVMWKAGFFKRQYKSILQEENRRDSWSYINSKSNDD
Prostate diff – promotes differentiation of LNCaP prostate cells; AID 795; flow cytometry side scatter, 4 d; 24,000 compounds, 0.56% hits; side scatter shift, % at 10 µM;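 active = side scatter shift above 30%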;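 also: androgen-responsive LNCaP prostate cancer cells in charcoal-stripped serum medium; percent of cells past a gate set so DMSO wells show 10% shift; higher shift means more granular cells and more differentiation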
Jurkat autofluor – counter-screen for VLA-4 integrin: compound autofluorescence in Jurkat cells; flow cytometry; stronger effect = higher value; 1 = vehicle-only cell background; fluorescence ratio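 (tested at 10 µM compound in the well)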; 24,000 compounds, 0.61% hits;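 active = fluorescence ratio above 2.44, which is 1 plus 3 SD of all ratios; inconclusive = signal too bright to measure linearly, ratio around 10 or more; inactive = fluorescence ratio below 2.44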;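 also: green fluorescence of cells measured with 488 nm excitation and 530 nm emission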
VLA-4 antagonist – inhibitors of LDV-FITC ligand binding to Mn2+-activated human VLA-4 integrin; Jurkat cells, LDV-FITC binding with Mn2+, flow cytometry; 100% = Mn2+-driven binding gain fully reversed; 24,000 compounds, 0.2% hits; inhibition, % at 10 µM (by protocol);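 active = inhibition above 50%; inconclusive = compound itself fluorescent, judged against control cell fluorescence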;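 also: 0% = Mn2+ stimulated cells lacking compound and 100% = ligand binding without Mn2+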
* hit, by the source's call; u = inconclusive. This is a subset; rates above refer to the full screens.

SMILES | VLA-4 agonist | Prostate diff | Jurkat autofluor | VLA-4 antagonist
COCc1nnc(SCC(=O)NC(C)c2ccccc2)n1-c1ccccc1 (centres undefined) | 0 | 9 | 1 | 1
O=C(O)c1ccccc1NCN1C(=O)C2CC=C(Cl)CC2C1=O (centres undefined) | 2 | 3 | 0.97 | 34
Cc1ccc(N2CC(C(=O)Nc3nnc(C)s3)CC2=O)cc1 (centres undefined) | 7 | 10 | 1 | -15
CCN(CCN(C)C)C(=O)Cn1ncc2c1-c1cc(C)ccc1OC2 | -5 | 6 | 0.98 | 19
CCOC(=O)c1cc(S(=O)(=O)NC2CCN(C(=O)OCC)CC2)cn1C | 0 | 8 | 1 | 4
COc1ccccc1N1CCN(C(=O)CCCC2=NS(=O)(=O)c3ccccc3N2)CC1 | -3 | 9 | 1.1 | -5
COc1cc(-c2nc3cnccn3c2Nc2ccc3c(c2)OCCO3)ccc1O | -2 | 11 | 1 | -2
OCCN(CC(O)Cn1ccc2ccccc21)CC(O)Cn1ccc2ccccc21 (centres undefined) | 2 | 19 | 0.92 | -4
COc1ccc(-c2nc(CS(=O)CC(=O)NCCCN3CCCC3)c(C)o2)cc1OC (centres undefined) | -3 | 8 | 1 | 30
CCn1cc(C(=O)NCCCOC)c(=O)c2cc(S(=O)(=O)N(C)C3CCCCC3)ccc21 | -1 | 11 | 0.92 | 2
COc1ccc(C2C(C(=O)N3CCCCC3)CCC(=O)N2c2cc(OC)c(OC)c(OC)c2)cc1 (centres undefined) | 2 | 5 | 1 | -1
O=C(CSc1ccc2nnc(-c3ccc(F)cc3)n2n1)N1CCCCC1 | u | 3 | 1.2 | u
CC1CCN(S(=O)(=O)c2ccc3[nH]c(=O)cc(C(=O)O)c3c2)CC1 | 9 | 2 | 0.98 | -31
CCC(C)(C(=O)NC1CCCCC1)N(Cc1ccco1)C(=O)c1ccc2c(c1)OCO2 (centres undefined) | -2 | 5 | 0.96 | -9
CCc1ccc(N/C(SC)=C(/C#N)C(N)=O)cc1 | 3 | 3 | 1.1 | 6
CCOC(=O)COc1ccc(S(=O)(=O)Nc2ccc3c(c2)OCO3)cc1 | -2 | 11 | 1 | -22
O=C(CN1CCN(c2ncc(C(F)(F)F)cc2Cl)CC1)Nc1ccc2c(c1)OCO2 | -10 | 8 | 1.1 | 3
CC1CCCN(C(=O)c2ccc3c(c2)C(=O)N(CCC2=CCCCC2)C3=O)C1 (centres undefined) | 0 | 2 | 1.1 | -13
Cc1c(NS(=O)(=O)c2ccc3c(c2)c(=O)n(C)c(=O)n3C)c(=O)n(-c2ccccc2)n1C | 3 | 1 | 1 | -11
COC(=O)c1ccc2c(c1)NC(=O)C(N1CCOCC1)S2 (centres undefined) | u | 3 | 1.2 | u
O=C1NCC(O)=C1C=NC12CC3CC(CC(C3)C1)C2 | 2 | 0 | 0.97 | -4
Cc1cc(=O)c2ccccc2s1 | 4 | 1 | 1.1 | -13
Cc1cccc(NC(=O)C2c3ccccc3C(=O)N3CCc4ccccc4C23)n1 (centres undefined) | 2 | 5 | 1 | 6
CCc1nnc(NC(=O)C2CCCN2S(=O)(=O)c2ccc(C)cc2)s1 (centres undefined) | 0 | 4 | 0.96 | -14
COc1ccc(C2N(c3cc(Cl)ccc3OC)C(=O)C3CCCN32)c(OC)c1 (centres undefined) | 6 | 1 | 1 | -2

Some entries already given, showing only Prostate diff.
compound,Prostate diff
COc1ccc(-c2nc(CS(=O)CC(=O)NCCCN3CCCC3)c(C)o2)cc1OC (centres undefined),8
CCn1cc(C(=O)NCCCOC)c(=O)c2cc(S(=O)(=O)N(C)C3CCCCC3)ccc21,11
COc1ccc(C2C(C(=O)N3CCCCC3)CCC(=O)N2c2cc(OC)c(OC)c(OC)c2)cc1 (centres undefined),5
O=C(CSc1ccc2nnc(-c3ccc(F)cc3)n2n1)N1CCCCC1,3

(further entries)
SMILES | VLA-4 agonist | Prostate diff | Jurkat autofluor | VLA-4 antagonist
O=C(Sc1nnnn1C1CCCCC1)c1cccs1 | 10 | 7 | 1 | -24
Cc1cccc(C(CC(=O)N2CCCC2)c2ccccc2)c1O (centres undefined) | -1 | 18 | 1.1 | 18
OCCNCC(O)Cn1ccc2ccccc21 (centres undefined) | 4 | 12 | 1 | -16
CCOCCCNC(=O)C(c1ccc(OC)cc1)N(Cc1ccc2c(c1)OCO2)C(=O)CNC(C)=O (centres undefined) | 0 | 0 | 0.89 | 3
Cc1ccc2oc(=O)c3cnn(CC(=O)N4CCCCC4C)c3c2c1 (centres undefined) | -4 | 1 | 0.95 | 0
CCOC(=O)C1CCCN(C(=O)c2cc(Nc3ccc(OC)c(OC)c3)nc3ccccc23)C1 (centres undefined) | -4 | 8 | 1.2 | -37
Cc1cc(=O)n2nc(N3CCCC(C(=O)NCCc4ccccc4)C3)sc2n1 (centres undefined) | -3 | 18 | 1.1 | 13
CCC(=O)N1CCc2cc(S(=O)(=O)N3CCN(c4ccccn4)CC3)ccc21 | 0 | 8 | 1 | 1
COCCCNC(=O)Cn1cc2c(n1)CCCCC2 | -4 | 7 | 1.1 | 7
CCOC(=O)C1CCCN(S(=O)(=O)c2cc(Br)cc3c2N(C(=O)C2CC2)CC3)C1 (centres undefined) | -1 | 2 | 1.1 | -11
COc1ccc(N2CCN(C(=O)CCN3C(=O)c4ccccc4S3(=O)=O)CC2)cc1 | u | 5 | 1.1 | u
CCOC(=O)C1CCCN(c2c(NCCN(C)Cc3ccccc3)c(=O)c2=O)C1 (centres undefined) | -2 | 10 | 0.96 | -6
CCN1CCCC1CNC(=O)c1nn(-c2ccc(C)cc2)c(=O)c2c1c1ccccc1n2C (centres undefined) | -10 | 32* | 1.1 | 2
CCOC(=O)N1CCc2c(sc3c2C(=O)NC(c2ccccc2)N3)C1 (centres undefined) | u | 16 | 1.3 | u
Cc1nccc2[nH]c(=O)c(C(=O)NC3CCN(Cc4ccccc4)CC3)cc12 | -2 | 2 | 0.96 | 22
CC(C)CN(C(=O)c1ccc(=O)n(C)n1)c1nc2ccccc2s1 | -4 | 7 | 1 | -4
CC1CCCCN1S(=O)(=O)c1coc(C(N)=O)c1 (centres undefined) | 10 | 7 | 0.88 | 5
CCOc1ccc(NC(=O)CCN2CCN(c3ccccc3)CC2)cc1 | 4 | 5 | 0.96 | -9
Cc1noc(/C=C/N(C)C)c1S(=O)(=O)N1CCCC(C(=O)NCc2ccco2)C1 (centres undefined) | -2 | 20 | 1 | -4
Cc1ccc(S(=O)(=O)Nc2cc(C(=O)O)ccc2N2CCCCC2)cc1 | 7 | 4 | 1 | -26
O=Nc1c2nc3ccccc3n(O)c-2c2ccccc12 | u | 8 | 1.3 | u
Cc1ccc(S(=O)(=O)Cc2ccc(C(=O)N3CCN(c4ccccn4)CC3)o2)cc1 | 3 | 3 | 1.1 | 6
COc1ccc(CCNC(=O)Cn2c(=O)n(Cc3ccco3)c(=O)c3ccc(Cl)cc32)cc1OC | 1 | 6 | 1 | -4
CC(C)OC(=O)c1nnc(Cc2ccc(Cl)cc2)o1 | u | 3 | 1.1 | u
Cc1oc(-c2ccc(Cl)cc2)nc1CN1CCCC(C(=O)NCc2ccco2)C1 (centres undefined) | -7 | 10 | 1.2 | 18

Reprinted from the part before: 4 compounds, then new ones.
SMILES | VLA-4 agonist | Prostate diff | Jurkat autofluor | VLA-4 antagonist
Cc1ccc(S(=O)(=O)Cc2ccc(C(=O)N3CCN(c4ccccn4)CC3)o2)cc1 | 3 | 3 | 1.1 | 6
COc1ccc(CCNC(=O)Cn2c(=O)n(Cc3ccco3)c(=O)c3ccc(Cl)cc32)cc1OC | 1 | 6 | 1 | -4
CC(C)OC(=O)c1nnc(Cc2ccc(Cl)cc2)o1 | u | 3 | 1.1 | u
Cc1oc(-c2ccc(Cl)cc2)nc1CN1CCCC(C(=O)NCc2ccco2)C1 (centres undefined) | -7 | 10 | 1.2 | 18
S=c1[nH]nc(COc2ccccc2)n1C1CCCCC1 | -4 | 15 | 1.1 | -8
c1cnn(-c2cc(N3CCOCC3)ncn2)c1 | u | 15 | 1.1 | u
COC(=O)C1=C(C)NC(C)=C(C(=O)OC)C1C(=O)OC1CCCCC1=O (centres undefined) | 5 | 8 | 0.93 | -18
CN(Cc1nc(-c2ccncc2)no1)S(=O)(=O)c1ccc(Br)cc1 | 4 | 11 | 1.1 | -24
CCOC(=O)N1CCC(N2C(=O)c3cc(C(=O)NC4CCCCC4)ccc3C2O)CC1 (centres undefined) | 0 | 6 | 0.99 | 16
Cc1ccc(-n2ncc3c(=O)n(CC(=O)NCC4CCCO4)cnc32)cc1 (centres undefined) | -3 | 22 | 1.2 | -30
Cc1ccc(-n2c(N)c(C(N)=O)sc2=S)cc1 | -2 | 12 | 1 | -9
COc1cccc(CN2CCCN(S(=O)(=O)c3ccc(Br)cc3)CC2)c1 | 1 | 4 | 1.1 | 3
CCC(=O)Nc1c(C(=O)Nc2cccc(OC)c2)oc2ccccc12 | -2 | 14 | 1.1 | -4
CCOc1ccc(C2CC(c3ccccc3C)n3ncnc3N2)cc1 (centres undefined) | u | 12 | 0.86 | u
O=C(c1ccco1)N1CCN(/C(=N/S(=O)(=O)c2cccs2)c2ccccc2Cl)CC1 | -4 | 7 | 1 | -11
Cc1c(C(=O)O)sc2nc(C)n(C)c(=O)c12 | 3 | 11 | 1 | 1
COC(=O)c1ccc(C2c3c(n[nH]c3C)C(=O)N2c2ccc(C)cc2)cc1 (centres undefined) | -2 | 8 | 1.1 | 11
CN(C)C(CNC(=O)Nc1cccc(Cl)c1)c1cccnc1 (centres undefined) | 0 | 7 | 0.95 | -1
Cc1nc2cc(Cl)ccc2n1CCO | -3 | 7 | 0.96 | -4
Cc1ccc(-c2noc(CCC(=O)NCC3CCN(Cc4cccc(C)c4)CC3)n2)cc1 | 2 | 10 | 1 | -2
CCOC(=O)c1c(C)n(C)c2ccc(OCC(O)CN3CCCCCC3)cc12 (centres undefined) | -1 | 10 | 1.1 | 8
Cc1nc2ccccc2c2oc(C(=O)N3CCc4ccccc4C3)cc12 | -9 | 3 | 1.1 | -15
O=C(O)CSC1CC(=O)N(c2ccc(Cl)c(Cl)c2)C1=O (centres undefined) | -3 | 6 | 0.99 | 11
CCOC(=O)C1=C(C)Nc2nnnn2C1c1ccc(OC)c(Br)c1 (centres undefined) | -31 | 5 | 1 | -11
Cc1cc(S(=O)(=O)NC2CCCCC2)ccc1OCC(=O)NCc1ccccn1 | 0 | 3 | 1 | -2
O=C(/C=N/O)NCC1CCNCC1 | 7 | 15 | 1 | -17
CN1CCN(S(=O)(=O)c2ccc(Sc3nnc(-c4cccs4)n3-c3ccccc3)nc2)CC1 | 4 | 13 | 0.97 | -13
CCCn1c(N2CCN(CC(=O)Nc3ccc4c(c3)OCCO4)CC2)nc2ccccc21 | -10 | 10 | 1.1 | 5
Cc1ccc(C(=O)NCC2CCCO2)cc1N1CCCC1=O (centres undefined) | 6 | 11 | 1 | -25

Sorted by value in Prostate diff (descending): 4 from the list above
molecule | VLA-4 agonist | Prostate diff | VLA-4 antagonist
Cc1ccc(-n2c(N)c(C(N)=O)sc2=S)cc1 | -2 | 12 | -9
Cc1ccc(N2CC(C(=O)Nc3nnc(C)s3)CC2=O)cc1 (centres undefined) | 7 | 10 | -15
CC(C)CN(C(=O)c1ccc(=O)n(C)n1)c1nc2ccccc2s1 | -4 | 7 | -4
Cc1nccc2[nH]c(=O)c(C(=O)NC3CCN(Cc4ccccc4)CC3)cc12 | -2 | 2 | 22

Later entries:
SMILES | VLA-4 agonist | Prostate diff | Jurkat autofluor | VLA-4 antagonist
COc1ccc(OCC(=O)N2CCN(C(=O)Cc3ccccc3)CC2)cc1 | 3 | 15 | 1 | -9
CC(=O)NC(CCS(C)(=O)=O)C(=O)Nc1cc(C)on1 (centres undefined) | 4 | 7 | 0.94 | -11
COc1cccc2c1OC1(C)CC2NC(=O)N1c1cccc(C(=O)Nc2ccc3c(c2)OCCO3)c1 (centres undefined) | 1 | 8 | 1 | 18
CCOC(=O)N1CCC(N(C(=O)Nc2cccc(OC)c2)C(C)CC)CC1 (centres undefined) | -5 | 4 | 0.96 | -1
CC1(C)CC(=O)N(CC(=O)NC2CCCC2)c2ccccc2S1(=O)=O | u | 8 | 0.96 | u
Cc1nc2c(=O)oc3ccccc3c2n1-c1ccccc1 | -6 | 9 | 0.99 | 6
CCN(CCCNC(=O)c1[nH]c(C)c(C(C)=O)c1C)c1cccc(C)c1 | -5 | 5 | 1.1 | 20
O=C(O)c1cccc(S(=O)(=O)N2CCOCC2)c1 | 1 | 5 | 1 | -13
CCOC(=O)c1cnc2nc[nH]n2c1=O | -1 | 5 | 1 | -11
Cc1ccc2c(c1)-c1c(cnn1CC(=O)N1CCCN(Cc3ccccc3F)C1)CO2 | u | 5 | 1.1 | u
O=C(c1cccnc1)N1CCc2ccccc21 | 12 | 11 | 1.1 | -16
Cc1ccc(C2NC(=O)NC(O)(C(F)(F)F)C2C(=O)c2ccccc2)o1 (centres undefined) | -4 | 8 | 1 | 4
CCCn1c(=O)c2[nH]c(C3CCCC3)nc2n(CCC)c1=O | -6 | 2 | 1.1 | -4
CN/C=C1\C(=O)C(C)(C)Oc2ccc3ccc(=O)oc3c21 | 4 | 10 | 1.1 | 20
CC(C)OC(=O)C(C)(C)Oc1ccc(C(=O)c2ccc(Cl)cc2)cc1 | 0 | 3 | 1.1 | -17
CCn1c(=O)cc(OCC(=O)NCCCN2CC(C)CC(C)C2)c2ccccc21 (centres undefined) | -2 | 18 | 1 | 1
